# D1 ag = Allosteric Agonists of the Human D1 Dopamine Receptor: qHTS; hit rate 1% among 360,000; activation, % at 2 µM; HEK293 T-REx D1 cells, calcium flux, agonist mode; D(1A) dopamine receptor (Homo sapiens), P21728; AID 504660, 2011; in the data active means activation above about 30%; further: 0% is about no effect
#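 Inducible HEK293 T-REx D1 cells, force-coupled to calcium signalling, were plated at 4000 cells/well with tetracycline and held overnight at 30 C. After no-wash calcium dye loading, compound-evoked calcium rise over 180 s flagged agonists.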
# D2 PAM = HTS Assay for Positive Allosteric Modulators of the Human D2 Dopamine Receptor: Primary Screen for Potentiators; D(2) dopamine receptor (Homo sapiens), P14416; HEK293 T-REx D2, calcium flux, EC20 dopamine potentiation; potentiation, % at 10 µM; hit rate 0.34% among 340,000;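 active means potentiation over 3 SD above the plate norm, cut at about 30% in these data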; further: 0% is about no effect
# Target sequence (P14416 whole entry, looked up): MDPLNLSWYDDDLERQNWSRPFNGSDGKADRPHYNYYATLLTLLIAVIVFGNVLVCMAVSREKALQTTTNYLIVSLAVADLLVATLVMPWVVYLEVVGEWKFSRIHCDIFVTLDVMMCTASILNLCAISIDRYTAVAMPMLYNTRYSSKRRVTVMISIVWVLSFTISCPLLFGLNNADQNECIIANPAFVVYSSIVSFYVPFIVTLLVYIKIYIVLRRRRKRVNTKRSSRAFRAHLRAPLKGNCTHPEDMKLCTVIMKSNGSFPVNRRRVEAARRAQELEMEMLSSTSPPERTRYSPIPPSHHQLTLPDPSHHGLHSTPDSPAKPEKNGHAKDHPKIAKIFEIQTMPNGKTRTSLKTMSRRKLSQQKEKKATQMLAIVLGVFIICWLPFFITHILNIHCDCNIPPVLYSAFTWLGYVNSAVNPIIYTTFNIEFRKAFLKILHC
#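 Using a no-wash calcium dye in inducible, force-coupled HEK293 Trex cells expressing D2, we tracked fluorescence each second for 180 s after compound, then for 180 s after EC20 dopamine to detect augmented signalling.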
# D1 potentiator = Potentiators of Human D1 Dopamine Receptor: qHTS. HEK293 TREx D1 cells, calcium flux, dopamine EC20 potentiation. potentiation, % at 10 µM. hit rate 0.036% among 360,000. AID 504651, 2011; in the data active means potentiation above about 30%; further: 0% is about no effect
# Vif-A3F inh = qHTS for Inhibitors of Vif-A3F Interactions: qHTS. HeLa A3F-eYFP + Vif (tagged APOBEC3F with the HIV-1 protein that degrades it), YFP fluorescence increase. Potency, µM (top dose mostly 46.1 µM), for inactives: at the top dose activity, negative = active. hit rate 0.2% among 390,000; further: potency means the concentration at half of the fitted maximal effect; % of control where 0% means no effect; nearly all actives have a fitted effect of over 65% in size
#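 HeLa cells stably expressing Vif plus C-terminally eYFP-tagged A3F were seeded, incubated overnight at 37 deg C, dosed with compound, incubated overnight again at 37 deg C. Yellow fluorescence (Ex 488/Em 500-530) reported blocked Vif-mediated A3F-eYFP degradation.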
# Glioma ERSR ind = qHTS for Inducers of the Endoplasmic Reticulum Stress Response (ERSR) in Human Glioma: qHTS. hit rate 0.02% among 420,000. AID 602332, 2012. Potency, µM, for inactives: at the highest dose activation, usual class: activators. U87-MG GRP78 promoter luciferase reporter, 16 h; further: potency means the concentration at half of the fitted maximal effect; series mostly up to about 76 µM; % of control where 0% means no effect; nearly all actives have a fitted effect of over 35% in size
#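 Stably transfected U87-MG human glioma cells carrying a GRP78-based luminescent sensor were seeded at 1000 cells/well, pin-dosed with compounds and incubated 16 h. Luciferase reagent was then added, and end-point luminescence was read after 10 min at room temperature.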
# RXFP1 agonist = qHTS Assay for Agonists of the Relaxin Receptor RXFP1 | HEK293T-RXFP1 cAMP TR-FRET, 30 min; response scale: percent of porcine relaxin response, buffer zero | Potency, µM (top dose mostly 57.5 µM), inactives show top-dose activation, actives largely listed as activators | Relaxin receptor 1 (Homo sapiens), Q9HBX9 | hit rate 0.3% among 370,000; further: potency means the concentration at half of the fitted maximal effect; on the % scale 0 is the no-effect control and ±100 the full control effect; nearly all actives have a fitted effect of over 60% in size; many of its hits are not listed in these tables
#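 HEK293 cells stably expressing RXFP1, treated 30 min at 37C with compounds plus PDE4 inhibitor Ro 20174; cAMP measured by HTRF TR-FRET. Normalized to buffer and 29 nM porcine relaxin; EC50 by Hill fit.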
# LDHA inh = qHTS assay for inhibitors of human lactate dehydrogenase; L-lactate dehydrogenase A chain (Homo sapiens), P00338; purified LDHA, NADH/diaphorase-resazurin fluorescence; stronger effect = lower value; activity change, % (values are at about 110 or 230 µM); hit rate 0.15% among 480,000; AID 1347041, 2019; in the data active means activity change below about -30%; inconclusive means mostly about -25% to -30%;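 further: plate controls were DMSO wells for no effect and wells without enzyme for full effect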
#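 Enzyme activity of human lactate dehydrogenase 5 (2 nM; 0.06 mM NADH, 0.2 mM pyruvate, 5 min, RT) is measured via a resazurin/diaphorase fluorescence readout of residual NADH.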
# Vif-A3G inh = qHTS for Inhibitors of Vif-A3G Interactions: qHTS. DNA dC->dU-editing enzyme APOBEC-3G (Homo sapiens), Q9HC16. HeLa A3G-eYFP + Vif (tagged APOBEC3G with the HIV-1 protein that degrades it), YFP fluorescence, overnight. Potency, µM (doses to about 46.1 µM), inactives show top-dose activity, negative = active, most hits filed as inhibitors. hit rate 0.076% among 410,000. AID 602310, 2012;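 further: potency means the concentration at half of the fitted maximal effect; on the % scale 0 is the no-effect control and ±100 the full control effect; nearly all actives have a fitted effect of over 60% in size; hits raise eYFP signal because A3G escapes Vif-driven loss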
# Target sequence (Q9HC16 whole entry, looked up): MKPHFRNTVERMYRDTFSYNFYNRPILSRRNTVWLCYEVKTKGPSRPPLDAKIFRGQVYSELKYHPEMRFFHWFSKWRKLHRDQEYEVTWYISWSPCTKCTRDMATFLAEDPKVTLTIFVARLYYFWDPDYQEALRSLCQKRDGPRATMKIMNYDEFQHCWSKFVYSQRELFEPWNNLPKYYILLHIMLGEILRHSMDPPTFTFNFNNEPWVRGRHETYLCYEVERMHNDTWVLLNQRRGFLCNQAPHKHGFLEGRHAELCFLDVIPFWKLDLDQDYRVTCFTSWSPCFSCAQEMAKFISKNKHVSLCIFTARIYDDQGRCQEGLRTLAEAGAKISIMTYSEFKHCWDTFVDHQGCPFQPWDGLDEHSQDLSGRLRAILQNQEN
#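 HeLa cells stably expressing Vif and C-terminally eYFP-tagged A3G, seeded overnight at 37 deg C, then exposed to compound by pintool overnight at 37 deg C. Rise in yellow fluorescence (Ex 488/Em 500-530, Acumen) marks blocked Vif-driven A3G degradation.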
# D1 antag = Antagonist of Human D 1 Dopamine Receptor: qHTS | D(1A) dopamine receptor (Homo sapiens), P21728 | HEK293 TREx D1 cells, calcium flux, dopamine EC80; stronger effect = lower value | activity change, negative = inhibition, % at 10 µM | hit rate 3.2% among 360,000; in the data active means activity change below about -30%; further: on the % scale 0 is the no-effect control and ±100 the full control effect
#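 HEK293 T-REx cells expressing inducible, force-coupled D1 receptor; no-wash Ca dye, 30–90 min RT. Cmpd → 180 s read at 1 Hz → EC80 DA → 180 s read.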
# * marks the source's active call; other numbers are inactive results; ? = inconclusive; / = not tested or not shown. Unless noted, the call rests on the fitted dose curve; in most records, active means well fitted curve in the direction sought with a large enough effect; inconclusive means small, poorly fitted or top-dose-only effect, or another doubt; inactive means no such curve, though single readings can be large; an effect the other way counts as inactive or inconclusive. This is a subset; count on the stated rates, not on these rows.
# Letter code – A = D1 ag; B = D2 PAM; C = D1 potentiator; D = Vif-A3F inh; E = Glioma ERSR ind; F = RXFP1 agonist; G = LDHA inh; H = Vif-A3G inh; I = D1 antag
> COc1ccc(CC(=O)Nc2nc(C)cs2)cc1
  A: 1.7	B: 7.7	C: -15.8	D: -9.8%	E: 2.2%	F: 2.0%	G: -5.0	H: 1.4%	I: -9.7

> Cc1ccc(-c2cc(-c3cccs3)[nH]n2)c(O)c1
  A: 2.6	B: -3.9	C: 5.7	D: 1.0%	E: 2.7%	F: -0.6%	G: 2.4	H: -7.7%	I: -17.3

> CCCCc1c(O)nc(SCC(=O)Nc2cccc3ccccc23)n(-c2ccccc2OC)c1=O
  A: 2.6	B: 2.6	C: 1.5	D: 1.0%	E: 0.2%	F: -1.0%	G: -17.3	H: -8.6%	I: 4.8

> Cc1cccc(OCCn2c(=O)n(C)c3ccccc32)c1
  A: 9.8	B: 20.2	C: /	D: -9.1%	E: 1.1%	F: -0.7%	G: -0.8	H: -5.4%	I: -10.3

> O=S(=O)(NC1CCCCC1)c1cccc(-c2nnc(-c3ccccc3)o2)c1
  A: 0.0	B: 12.0	C: -11.6	D: -6.4%	E: -4.8%	F: 1.3%	G: -9.0	H: 0.7%	I: 32.1

> O=C(N/N=C/c1cccnc1)c1cc(C2CC2)nc2ccccc12
  A: 9.3	B: -16.6	C: -0.7	D: -11.4%	E: -1.1%	F: 1.4%	G: -1.0	H: -12.3%	I: -4.3

> Brc1ccc(CN2CCSCC2)cc1
  A: -0.5	B: -6.8	C: -5.5	D: -5.9%	E: -5.0%	F: -1.9%	G: -30.2*	H: -0.5%	I: -13.2

> COc1cc(NC(=O)COC(=O)c2ccc(C)c(S(=O)(=O)N3CCCCC3)c2)c(C)cc1[N+](=O)[O-]
  A: 4.5	B: 7.7	C: -5.2	D: -0.3%	E: 1.5%	F: -0.1%	G: -1.0	H: 0.3%	I: -4.8

> Cc1ccc(-n2nc3c(N4CCC(C(=O)NCc5ccccc5C)CC4)nnc(C)c3c2C)cc1
  A: 2.2	B: /	C: 3.5	D: -18.0%	E: -19.3%	F: ?	G: 0.8	H: ?	I: 15.2

> CCCCCCCCCC(=O)Nc1cccnc1
  A: 4.6	B: -2.7	C: -5.8	D: /	E: /	F: 2.4%	G: /	H: /	I: -28.1

# Six compounds out of the list, arranged by count of non-hydrogen atoms, ascending.
# Letter code – A = D1 ag; B = D2 PAM; C = D1 potentiator; D = Vif-A3F inh; E = Glioma ERSR ind; F = RXFP1 agonist; G = LDHA inh; H = Vif-A3G inh; I = D1 antag
> Brc1ccc(CN2CCSCC2)cc1
  A: -0.5	B: -6.8	C: -5.5	D: -5.9%	E: -5.0%	F: -1.9%	G: -30.2*	H: -0.5%	I: -13.2

> Cc1ccc(-c2cc(-c3cccs3)[nH]n2)c(O)c1
  A: 2.6	B: -3.9	C: 5.7	D: 1.0%	E: 2.7%	F: -0.6%	G: 2.4	H: -7.7%	I: -17.3

> Cc1cccc(OCCn2c(=O)n(C)c3ccccc32)c1
  A: 9.8	B: 20.2	C: /	D: -9.1%	E: 1.1%	F: -0.7%	G: -0.8	H: -5.4%	I: -10.3

> O=C(N/N=C/c1cccnc1)c1cc(C2CC2)nc2ccccc12
  A: 9.3	B: -16.6	C: -0.7	D: -11.4%	E: -1.1%	F: 1.4%	G: -1.0	H: -12.3%	I: -4.3

> O=S(=O)(NC1CCCCC1)c1cccc(-c2nnc(-c3ccccc3)o2)c1
  A: 0.0	B: 12.0	C: -11.6	D: -6.4%	E: -4.8%	F: 1.3%	G: -9.0	H: 0.7%	I: 32.1

> COc1cc(NC(=O)COC(=O)c2ccc(C)c(S(=O)(=O)N3CCCCC3)c2)c(C)cc1[N+](=O)[O-]
  A: 4.5	B: 7.7	C: -5.2	D: -0.3%	E: 1.5%	F: -0.1%	G: -1.0	H: 0.3%	I: -4.8

# Going on with the list:
# Letter code – A = D1 ag; B = D2 PAM; C = D1 potentiator; D = Vif-A3F inh; E = Glioma ERSR ind; F = RXFP1 agonist; G = LDHA inh; H = Vif-A3G inh; I = D1 antag
> COc1cccc(-c2nnc(SCC3CNC(=O)O3)n2-c2ccc(Cl)cc2)c1 (stereo not drawn)
  A: 2.9	B: /	C: 3.3	D: -11.9%	E: -2.1%	F: 0.4%	G: -9.3	H: -0.7%	I: 1.6

> CCCN1CCC2(CC1)C(C#N)=C(N)Oc1c2sc2nc(C)cc(C)c12
  A: 7.0	B: -21.2	C: -2.6	D: 2.3%	E: 3.7%	F: 2.6%	G: 5.5	H: -12.8%	I: -3.2

> N#Cc1cncc(C#Cc2ccccc2)c1
  A: 0.3	B: 2.3	C: -4.0	D: -1.0%	E: -0.4%	F: 2.1%	G: -5.8	H: -3.6%	I: -3.2

> O=C(CN1C(=O)c2ccccc2S1(=O)=O)c1ccc(O)c(O)c1
  A: -0.1	B: -0.1	C: 6.8	D: 10.1%	E: -8.8%	F: 0.0%	G: 5.8	H: -1.2%	I: 7.5

> CCc1cccc(NC(=O)c2ccc(Cn3c(=O)[nH]c4ccsc4c3=O)cc2)c1
  A: -3.3	B: 6.4	C: 1.8	D: -5.5%	E: -5.1%	F: 22.5%	G: -6.0	H: 0.4%	I: 19.1

> O=C(Nc1nccs1)C1CC(=O)N(Cc2ccco2)C1 (stereo not drawn)
  A: 1.9	B: 46.3*	C: 0.5	D: 12.0%	E: -2.5%	F: 0.0%	G: -5.4	H: 1.2%	I: 5.8

> COc1ccc(-c2[nH]ncc2-c2cnc(C)s2)c(O)c1
  A: 1.7	B: -4.4	C: 8.5	D: -8.2%	E: -5.0%	F: 2.2%	G: 5.5	H: -0.5%	I: -4.8

> COc1ccccc1-c1c(C#N)c(SCC(=O)N2CCCC2)nc(C)c1C(N)=O
  A: 1.9	B: 1.3	C: -0.9	D: /	E: /	F: 1.9%	G: /	H: /	I: 30.2

> COCC(=O)Nc1nnc(C2CCCCC2)s1
  A: 5.0	B: 2.9	C: 0.1	D: 2.0%	E: 4.6%	F: 0.1%	G: 1.5	H: 3.2%	I: -1.6

> COc1cccc(C(=O)NCCSCc2ccccc2Cl)c1
  A: 1.3	B: -10.5	C: -5.0	D: -1.2%	E: 4.2%	F: -0.4%	G: 1.7	H: -1.2%	I: -10.6

> COc1ccc(NC(=O)c2ccc(NC(=O)c3ccco3)cc2)c(OC)c1
  A: 0.3	B: /	C: -7.3	D: -5.9%	E: -3.8%	F: 5.3%	G: -4.8	H: -1.2%	I: -16.9

> CC(C)CN(CC(C)C)c1nn[nH]n1
  A: /	B: /	C: /	D: 7.7%	E: -3.0%	F: /	G: 0.1	H: 3.1%	I: /

> CCCCCCn1nc(C(=O)OCC(=O)c2c(N)n(C)c(=O)n(C)c2=O)c2ccccc2c1=O
  A: 5.6	B: 3.9	C: 5.0	D: 6.3%	E: -2.3%	F: 4.3%	G: -2.3	H: -9.3%	I: 15.1

> CC1(OC(=O)CCc2ccccc2)C(=O)C=C2C=C(c3ccc(C#N)cc3)N(C3CC3)C=C2C1=O (stereo not drawn)
  A: 3.0	B: /	C: 4.5	D: 6.1%	E: -2.0%	F: 0.0%	G: 17.4	H: -11.1%	I: -7.1

> O=C(CSC(=S)N1CCOCC1)Nc1ncc2c(n1)CCCC2=O
  A: 0.4	B: -1.6	C: -3.6	D: -4.9%	E: -7.2%	F: 2.7%	G: -4.4	H: -6.4%	I: -5.2

> C#CCOCCOCCOCCNc1nc(N2CCOCC2)nc(N2CCN(C(=O)CCCCCCCCCCNC(=O)[C@@H]([C@H](C)CC)n3cc(CCCCCN)nn3)CC2)n1
  A: 1.9	B: 5.9	C: -2.3	D: -14.7%	E: -3.8%	F: 0.9%	G: 1.1	H: -0.4%	I: 13.0

> CC(=O)c1c(C)oc2ccc(N(C(=O)Oc3ccccc3)S(=O)(=O)c3ccccc3)cc12
  A: -0.7	B: -1.4	C: -0.4	D: 7.3%	E: -2.1%	F: -1.7%	G: -12.1	H: 5.3%	I: -17.9

> CCC(C)(C)C1CCc2[nH]nc(C(=O)NC(C)C)c2C1 (stereo not drawn)
  A: 2.0	B: -8.4	C: -5.5	D: 1.8%	E: -4.3%	F: 2.9%	G: -0.4	H: 1.2%	I: -7.3

# LDHA inh: entries above that show a hit
structure | D1 ag | D2 PAM | D1 potentiator | LDHA inh | D1 antag
Brc1ccc(CN2CCSCC2)cc1 | -0.5 | -6.8 | -5.5 | -30.2* | -13.2

# 3 of the entries above in order of the D1 antag value, rising.
molecule	D1 antag
CC1(OC(=O)CCc2ccccc2)C(=O)C=C2C=C(c3ccc(C#N)cc3)N(C3CC3)C=C2C1=O (stereo not drawn)	-7.1
O=C(CSC(=S)N1CCOCC1)Nc1ncc2c(n1)CCCC2=O	-5.2
C#CCOCCOCCOCCNc1nc(N2CCOCC2)nc(N2CCN(C(=O)CCCCCCCCCCNC(=O)[C@@H]([C@H](C)CC)n3cc(CCCCCN)nn3)CC2)n1	13.0
